# High-throughput results (PubChem)
# F508del corr: correctors of CFTR F508del function in bronchial epithelial cells; CFBE cells, YFP halide quenching; stimulated with forskolin plus potentiator P3; % fluorescence drop versus neutral controls; activity (quench increase), % at 7.58 µM; 350,000 compounds, 0.36% hits; AID 720511;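 active means mean added fluorescence quench of at least 8% versus neutral control, with both replicates also reaching 8%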;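 further: cells transiently co-express mutant CFTR-F508del with the halide-sensitive YFP; corrector assay measuring rescue of mutant channel to the surface after 24 h compound exposure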
# FN deposition inh: fibronectin deposition inhibition; inhibition, % at 12.6 µM; 350,000 compounds, 0.086% hits; AH1F fibroblasts, Alexa488-fibronectin deposition fluorescence, overnight;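 active means mean inhibition across replicates of 30% or more, regardless of how many single replicates reach that level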;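 further: positive control wells lacked labelled fibronectin entirely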
#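 Material: AH1F fibroblast monolayer depositing Alexa488-labelled fibronectin into matrix | Input: 10000 AH1F cells/well | Medium: DMEM plus 2% serum, read in PBS | Reagent: Alexa488-fibronectin, 24 nM final in well | Compound dosing: One dose per compound, pinned | Schedule: 1 h adhesion, overnight exposure | Measured by: Fluorescence at 485 nm excitation, 525 nm emission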
# GSIS activator: primary screen for activators of insulin secretion dependent on glucose, INS-1E cells, GLuc reporter luminescence. activation, % at 16.6 µM. 370,000 compounds, 0.61% hits. INS-1E GLuc reporter insulin secretion, 2-3 h. AID 743287;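 active means lowest replicate activation of at least 40%, so every replicate reaches that level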;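 further: 0% = median of neutral control wells and 100% = median of IBMX positive control wells; some compounds called inactive have numbers as strong as hits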
# Numbers without * were called inactive. Not all compounds are listed; count on the stated rates, not on these rows.
SMILES,F508del corr,FN deposition inh,GSIS activator
O=C(NCc1ccccc1Cl)NC(=O)c1csc([N+](=O)[O-])c1,0.9,-11,-3
Cc1c(Cl)cccc1NC(=S)NCc1ccco1,-2.7,0,-15
O=C(NCCc1cnn(-c2ccccc2)c1)c1cc(COc2c(F)cccc2F)on1,-3.2,0,4
CCn1c(O)c(N=NC(=O)c2cccs2)c2ccccc21,1.9,4,18
CC1CC(C)C[N+](=C2C=C(N3CCCC3)CC(C)(C)C2)C1 (centres undefined),3.7,9,-58
COc1cc(/C=C2\C(=O)NN(c3ccccc3)C2=O)ccc1OCC(N)=O,-4.1,-23,-4
OC(CCc1cccc(Cl)c1)c1cccs1 (centres undefined),2.1,-1,-5
CCOc1ccc(C(=O)NC2CCCCCCC2)cc1,0.1,-5,0
S=C1NNC2(CC3CC2C2CCCC32)NN1 (centres undefined),-0.7,-7,6
CN(CCc1ccccn1)C(=O)CCC1CCCN(C(=O)c2ccsc2)C1 (centres undefined),-4.7,-16,-4
O=C(NCc1ccncc1)c1cccc(S(=O)(=O)Nc2ccc(SC(F)F)cc2)c1,-1.7,-8,-35
Cc1oc(-c2cc(F)ccc2F)nc1CN1CCCN(C(=O)c2ccco2)CC1,0.8,-7,0
Cc1c(Cl)cnc(NC(=O)COC(=O)c2ccc3c(c2)OCO3)c1Cl,-0.1,4,1
COc1ccc(/C=C(/NC(=O)c2ccc(OC)cc2)C(=O)NCCc2c[nH]c3ccccc23)cc1,-0.8,-7,-7
COc1ccc(C(=O)NCC2OCCc3ccccc32)cc1OC (centres undefined),3.9,-8,-1
COc1ccc(CNC(=O)CN2C(=O)C3C4C=CC(C4)C3C2=O)cc1 (centres undefined),-1.6,-8,11
Cc1cc(C)c2cc(C#N)c(NCCNC(=O)c3cccnc3)nc2c1,-0.2,1,23
CCCCc1ccc(NC(=O)C(=O)NCCN2CCN(Cc3ccc([N+](=O)[O-])cc3)CC2)cc1,0.2,-2,-6
CCc1sc(/C=C(/C#N)C(N)=S)cc1[N+](=O)[O-],0.9,-8,3
CCC(C)NC(=O)Cn1cnc([N+](=O)[O-])c1 (centres undefined),5.3,-15,1
O=Cc1ccc(/C=C2\c3ccccc3C(=O)N2c2ccccc2)o1,0.7,-38,-18
Cc1ccc(C(=O)NNC(=O)c2ccc(-n3cncn3)c([N+](=O)[O-])c2)cc1,0.0,-2,9
COc1ccc(Cc2c(-c3ccc(F)cc3)nc3ccc(C)cn23)c(C)c1,4.0,-6,-5
Cc1ccc2oc(C(F)(F)C(F)F)cc(=O)c2c1,-1.0,-3,19
COc1cccc(NC(=O)c2cnc(SCC(=O)NCc3ccc4c(c3)OCO4)n(C)c2=O)c1,8.1*,-27,27
# Later entries.
SMILES,F508del corr,FN deposition inh,GSIS activator
Cc1ccc(NCc2cccnc2)c(Br)c1,0.2,-8,10
CC(CS(=O)(=O)c1ccccc1[N+](=O)[O-])N1CCOCC1 (centres undefined),-11,7,-8
COCCNC(=O)C1CCN(C(=O)c2cc3sccc3n2Cc2ccc(F)cc2)CC1,2.1,14,-14
COc1cc(-n2c(C)cc(O)cc2=O)ccc1Cl,-1.3,-2,-24
O=C(C(=O)N1CCC(Cc2ccccc2)CC1)c1cccc(Br)c1,-2.7,-3,-15
CC(C)CC(=O)Nc1cccc(C(C)O)c1 (centres undefined),-1.2,-3,8
C=CCc1cc(Cl)ccc1OCCCNCCO,-1.7,-6,13
Cc1ncc(S(=O)(=O)C(C)(C)C)c(N)n1,1.5,-1,3
CCCC(=O)Nc1ccc(-c2cn3cccnc3n2)cc1,3.3,1,10
O=C(O)Cc1c(C(=O)O)nnn1-c1ccc(Cl)cc1Cl,-0.1,-3,6
COc1ccc(/C(O)=C2/C(=O)C(=O)N(c3ncccn3)C2c2ccc(C(C)(C)C)cc2)cc1 (centres undefined),-1.8,-11,4
O=C1OCC=C1NNC(=O)c1cccnc1,-0.8,-4,-8
CN(C)CCCN(C(=O)c1ccc(S(=O)(=O)N(C)C)cc1)c1nc2ccc(F)cc2s1,2.7,-3,-8
CCCCCCCCN1C(=O)[C@@H](CC(=O)NCc2ccccc2)C[C@@]2(C(=O)OC)C1=C[C@H](C(C)(C)C)O[C@@H]2C,1.9,-10,28
CC(=O)N1CCC2(CC1)C/C(=N\NC(=S)Nc1ccccc1F)c1cc(O)ccc1O2,-0.9,19,0
O=C1NC[C@H](Cc2ccc(O)cc2)N(C[C@@H]2CCCN2C[C@H](Cc2ccccc2)N2C[C@H](Cc3ccccc3)N(CC3CCCCC3)C(=O)C2=O)C1=O,3.4,-1,-5
O=C(Nc1ccc(F)cc1)c1nc[nH]c1C(=O)Nc1ccc([N+](=O)[O-])cc1,-1.6,4,-3
O=Nc1c2ccc[nH]c-2c2ccc([N+](=O)[O-])cc12,-2.1,-2,-7
O=C1NC[C@H](CCCCN2C[C@H](Cc3ccc(O)cc3)N(CCc3ccc(O)cc3)C(=O)C2=O)N(CCc2ccc(O)cc2)C1=O,-2.3,7,15
O=C(Nc1ccc(Oc2cccnc2)nc1)c1ccc(C(F)(F)F)cc1,-0.3,-7,-21
CC(OC(=O)c1cnccn1)C(=O)c1ccccc1 (centres undefined),-1.0,-7,27
COc1ccc2c(c1)[C@@]1(OCCC=C[C@H]1C)C(=O)N2Cc1ccc(F)cc1,3.2,-6,5
O=C(CSC1=NS(=O)(=O)c2cc(F)ccc2N1)NCCc1ccccc1,-2.2,4,-2
CN(C(=O)CC(=O)Nc1ccc(Cl)c(Cl)c1)c1ccccc1,0.6,9,-10
CCc1ccc[n+](-c2[nH]c(=O)sc2/C=N/N=C(\[O-])c2ccncc2)c1,0.7,-2,19
# Next entries
SMILES,F508del corr,FN deposition inh,GSIS activator
N#Cc1ccc(C(=O)Nc2ccn(-c3ccccc3)n2)cc1,0.1,-12,-2
CC(C)Cc1nnc(NC(=O)CN2C(=O)NC3(CCCC3)C2=O)s1,2.6,3,2
O=C(COC(=O)c1ccc(Cl)nc1)c1ccc2c(c1)OCCO2,-1.0,-4,-1
COc1ccc(Cl)cc1NC(=O)CCc1nnc2ccc(N3CCN(C)CC3)nn12,2.4,-11,21
c1ccc(Nc2c3c(nc4ccccc24)CCC3)cc1,-1.2,9,7
O=C(CSc1nc2[nH]ncc2c(=O)[nH]1)NCCc1ccccc1,-0.7,1,2
COc1ccc(N2CCN(S(=O)(=O)CCNC(=O)c3cccs3)CC2)cc1,-0.2,-1,-1
CN(C)CCCNC(NC(=O)/C=C/c1ccccc1)C(Cl)(Cl)Cl (centres undefined),-0.8,-5,9
COc1cccc(N2CCN(c3ccc4nnc(CCC(=O)Nc5ccc(F)cc5F)n4n3)CC2)c1,3.5,11,15
CCOC(=O)C1=C(C)N(CCCC(=O)O)C(=O)NC1c1cc2ccccc2c2ccccc12 (centres undefined),-4.1,1,3
CCCn1c(SCC(=O)Nc2cc(S(=O)(=O)N3CCOCC3)ccc2OC)n[nH]c1=O,0.6,3,3
O=C(NCC1CCN(C(=O)c2ccc([N+](=O)[O-])cc2)CC1)C(=O)Nc1ccccc1,-0.1,1,3
COc1ccccc1N=NC1=C(O)CC(C)(C)CC1=O,-0.7,-2,2
Nc1[nH]c(C(=O)c2ccccc2)c(-c2ccc(Br)cc2)c1C(=O)c1ccc(Br)cc1,1.8,-4,8
CCOc1ccc(NC(=O)N2CCCC2C(=O)NCC2CCCO2)cc1 (centres undefined),0.0,-5,5
O=C(NCC1(N2CCCCC2)CCCCC1)c1ccc(NS(=O)(=O)c2ccc(F)cc2)cc1,-3.2,0,-6
Cc1ccc(C)c(S(=O)(=O)Nc2ccc(O)c(C(=O)O)c2)c1,1.6,-4,10
C/C(=N\NC(=O)COc1ccc(C)cc1C(C)C)c1cc2ccccc2o1,2.0,-4,-25
O=C(O)CCCC(=O)N1N=C(c2c(-c3ccccc3)c3cc(Cl)ccc3[nH]c2=O)CC1c1cccs1 (centres undefined),2.1,8,2
O=C(CCNC(=O)c1ccc(Br)cc1)NNC(=O)COc1ccccc1F,0.7,0,-7
COCCOC(=O)c1c(C)oc2ccc(OCc3ccccc3)cc12,1.0,4,-5
O=S(=O)(Nc1ccc2ccccc2n1)c1ccc2c(c1)CCO2,-3.7,-2,-8
Cc1cccc(-c2nc(CS(=O)CC(=O)N3CC(C)CC(C)C3)c(C)o2)c1 (centres undefined),1.7,-5,-11
C/C(=N\OCC(=O)NCC(F)(F)F)c1cc2ccccc2o1,-1.4,0,-3
Cc1ccc(NC(=O)CCC(=O)N/N=C/c2ccc(O)cc2)cc1,-2.8,-7,-12

# Part of the list above, showing only GSIS activator.
SMILES	GSIS activator
O=C(COC(=O)c1ccc(Cl)nc1)c1ccc2c(c1)OCCO2	-1
COc1ccc(Cl)cc1NC(=O)CCc1nnc2ccc(N3CCN(C)CC3)nn12	21
c1ccc(Nc2c3c(nc4ccccc24)CCC3)cc1	7
O=C(CSc1nc2[nH]ncc2c(=O)[nH]1)NCCc1ccccc1	2
COc1ccc(N2CCN(S(=O)(=O)CCNC(=O)c3cccs3)CC2)cc1	-1
CN(C)CCCNC(NC(=O)/C=C/c1ccccc1)C(Cl)(Cl)Cl (centres undefined)	9
COc1cccc(N2CCN(c3ccc4nnc(CCC(=O)Nc5ccc(F)cc5F)n4n3)CC2)c1	15

# Further structures.
SMILES,F508del corr,FN deposition inh,GSIS activator
O=C(COc1ccc([N+](=O)[O-])cc1)NCC(c1cccs1)N1CCOCC1 (centres undefined),1.4,0,-1
COC1OC(COCc2ccccc2)C2OC(C)(C)OC2C1O (centres undefined),2.3,-3,3
O=C(CSc1nnc(NC2CCCCC2)s1)NCc1ccco1,-2.6,0,-10
COc1ccc(CCN2C(=O)CSCC2(C)C(=O)Nc2ccc3c(c2)OCCO3)cc1OC (centres undefined),-0.1,-1,-10
CNC(=S)NNC(=O)c1oc2nc(-c3ccccc3)cc(-c3ccco3)c2c1N,-1.5,-11,3
Cc1ccc2nc(-c3cccc(Cl)c3)c(Cc3cccc(Cl)c3)n2c1,-0.5,-1,4
O=C(NCCN1CCC(n2c(=O)[nH]c3ccccc32)CC1)c1cccc(F)c1,-0.4,-2,10
CCOc1ccc(NS(=O)(=O)c2ccc(C(=O)N(C)CC(=O)Nc3ccc(OC)cc3)cc2)cc1,3.0,3,-6
Cn1c(-c2nnn(-c3ccc(F)cc3)n2)cc2ccccc21,0.7,11,-2
Cc1ccc(S(=O)(=O)N2CCCC2C(=O)NCCc2ccccc2)cc1 (centres undefined),1.6,2,-3
CC(NC(=O)Cc1ccc([N+](=O)[O-])cc1)c1ccc2c(c1)OCO2 (centres undefined),3.6,-3,6
O=C(O)c1ccc2c(c1Sc1ccccc1)C(=O)c1ccccc1C2=O,0.0,2,-2
CC(C)(C)Sc1ccc([N+](=O)[O-])cc1C(=O)Nc1ccncc1,0.3,1,4
COC(=O)C1=C(C)N(C)C(=O)NC1c1cc2c(cc1[N+](=O)[O-])OCO2 (centres undefined),2.1,13,-7
CCOc1ccc(NC(=O)c2ccc(CSc3nnc(C)s3)cc2)cc1,0.4,-11,1
Cc1nn(C)c(C(=O)N2CCN(C(=O)c3ccco3)CC2)c1Br,1.4,0,3
Nc1ccccc1C(=O)NCCCN1CCN(c2cccc(Cl)c2)CC1,1.0,-4,-6
Cc1ccc(-n2nnnc2SCC(=O)NNC(=O)c2ccc([N+](=O)[O-])cc2)cc1,-1.4,0,2
COc1ccccc1CCN=C(N)NS(=O)(=O)c1ccccc1,3.2,8,7
C/C=C/c1ccc([C@H]2[C@@H](CN(C)C(C)=O)N(C(=O)C3CC3)[C@H]2CO)cc1,0.0,22,-2
Nc1[nH]c(C(=O)c2ccccc2)c(-c2ccc(Cl)cc2Cl)c1C(=O)c1ccc(Cl)cc1,-1.0,-44,-28
Cn1nc(C(=O)Nc2ccc(S(=O)(=O)NCc3ccco3)cc2)c2ccccc2c1=O,3.3,2,-15
CC(C)(C)NC(=O)C(c1ccncc1)n1c(-c2ccc(C(F)(F)F)cc2)nc2ccccc21 (centres undefined),-2.1,2,-14
O=C(C(=O)N1CCC(CNS(=O)(=O)c2ccc(F)c(F)c2)CC1)c1cc2ccccc2o1,0.6,1,-11
COc1ccc(/C=C(/NC(=O)c2ccccc2)c2nc3ccc(Cl)cc3[nH]2)cc1OC,-3.4,-1,-7

# Quoted from the entries so far for reference:
SMILES,F508del corr,FN deposition inh,GSIS activator
O=C(COc1ccc([N+](=O)[O-])cc1)NCC(c1cccs1)N1CCOCC1 (centres undefined),1.4,0,-1
COC1OC(COCc2ccccc2)C2OC(C)(C)OC2C1O (centres undefined),2.3,-3,3
O=C(CSc1nnc(NC2CCCCC2)s1)NCc1ccco1,-2.6,0,-10

# (continued)
SMILES,F508del corr,FN deposition inh,GSIS activator
CCC(=O)Nc1cc(C(=O)O)ccc1Sc1ccccc1,-1.0,-13,1
CCC1=NN2C(=N)/C(=C\c3cccn3-c3ccc(C)cc3C)C(=O)N=C2S1,-0.5,-7,-12
COc1ccc2cc3c(N)nn(C(=O)Cc4c[nH]c5ccccc45)c3nc2c1,-6.2,13,5
O=C(CCNC(=O)Cn1ccc2ccccc2c1=O)NCCc1ccccc1Cl,-0.5,3,-1
O=C(NCc1cccnc1)c1cccc(S(=O)(=O)NCc2ccccc2)c1,1.0,5,46*
COc1ccc(-c2nc(CSCC(=O)NCCCN3CCCC3=O)c(C)o2)cc1,1.8,-7,5
